FXIIa inh 1536 = factor XIIa (human) inhibition; purified FXIIa, Boc-QGR-AMC fluorogenic substrate, 2 h; hit rate 0.3% among 220,000; P00748; inhibition, % at 5 µM; in the data active = inhibition above about 40%;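 also: 0% = enzyme with no compound and 100% = blank without enzyme; many of its hits are not listed in these tables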
Target sequence (P00748 20-372 limits assumed): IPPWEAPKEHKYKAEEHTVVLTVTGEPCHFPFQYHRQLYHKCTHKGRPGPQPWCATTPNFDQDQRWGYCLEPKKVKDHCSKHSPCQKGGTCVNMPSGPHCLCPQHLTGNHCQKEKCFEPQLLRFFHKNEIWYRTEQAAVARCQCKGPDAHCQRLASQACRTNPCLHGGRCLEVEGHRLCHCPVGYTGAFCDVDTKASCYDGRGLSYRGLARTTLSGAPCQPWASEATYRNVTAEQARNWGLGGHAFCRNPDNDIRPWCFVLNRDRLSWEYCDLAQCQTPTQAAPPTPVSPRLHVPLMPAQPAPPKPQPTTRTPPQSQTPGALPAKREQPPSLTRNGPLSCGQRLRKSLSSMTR
Target sequence (P00748 373-615 limits assumed): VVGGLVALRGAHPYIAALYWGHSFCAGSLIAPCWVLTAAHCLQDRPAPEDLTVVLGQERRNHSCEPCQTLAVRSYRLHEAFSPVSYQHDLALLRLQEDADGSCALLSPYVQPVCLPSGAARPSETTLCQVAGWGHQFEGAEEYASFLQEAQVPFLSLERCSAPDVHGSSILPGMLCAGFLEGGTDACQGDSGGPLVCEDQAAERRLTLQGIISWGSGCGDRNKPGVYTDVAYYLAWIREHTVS
Furin inh = human furin inhibition; P09958; purified furin, fluorogenic substrate cleavage; inhibition, % at 30 µM; hit rate 0.061% among 220,000; AID 463115; in the data active = inhibition above about 25%; also: inactives centre near -15
KCC2 mod = KCC2 (human) Cl- transport modulation. AID 1456. KCC2 cells, thallium flux FluoZin-2 fluorescence. B-score of Tl+ flux slope (higher = more flux/activation; lower = inhibition) at 10 µM. Q9H2X9. hit rate 2.2% among 190,000;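 active = thallium flux slope and its plate-corrected score both differing from the plate sample mean at a set confidence after two filtering rounds, in either direction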;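 also: slope of fluorescence scaled to starting intensity during 10 to 20 s after thallium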
FXIa inh = blocks human coagulation factor XIa protease activity; hit rate 0.14% among 220,000; purified FXIa, Boc-Glu-Ala-Arg-AMC fluorogenic substrate; AID 798; inhibition, % at 5 µM; P03951;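 active = inhibition of at least 40%; inactive = inhibition below 40%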;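 also: fluorescence of freed AMC excited at 355 nm; 0% = enzyme without compound and 100% = no enzyme blank; many of its hits are not listed in these tables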
PERK inhibitor = blocks human PERK kinase | CHO PERK-DD fusion, SEAP luminescence translation reporter | inhibition, % at 5.6 µM | hit rate 0.17% among 220,000;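 active = inhibition above the mean inhibition of all tested compounds plus 3 SD, set separately per screening campaign, cut at about 2.9% in these data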;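 also: PERK kinase domain activated by AP20187 dimerizer at 100 nM; 0% = DMSO with dimerizer and 100% = rapamycin at 8.4 µM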
Rad51 HR inh = blocks human Rad51 in homologous recombination | Q06609 | hRad51 DNA strand exchange, fluorescence dequenching | inhibition, % at 10 µM | hit rate 0.085% among 200,000;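 active = inhibition above 40% at the single screening dose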;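 also: 0% = DMSO control wells and 100% = blanks with heterologous ssDNA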
Target sequence (Q06609 whole entry, looked up): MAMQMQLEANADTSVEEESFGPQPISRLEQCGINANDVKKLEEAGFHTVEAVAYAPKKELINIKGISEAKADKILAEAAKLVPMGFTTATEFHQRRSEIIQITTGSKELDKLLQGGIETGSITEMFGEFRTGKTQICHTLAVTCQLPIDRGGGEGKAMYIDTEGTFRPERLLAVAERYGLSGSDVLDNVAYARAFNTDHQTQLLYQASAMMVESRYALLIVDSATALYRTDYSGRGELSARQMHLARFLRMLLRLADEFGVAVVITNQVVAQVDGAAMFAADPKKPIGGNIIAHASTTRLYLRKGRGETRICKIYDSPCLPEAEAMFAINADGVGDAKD
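material = hRad51 filaments on single-stranded DNA | reagent = Donor/quencher-labelled 47-bp dsDNA substrate | compound = 10 µM final, single point | schedule = strand-exchange reaction 15 min at room temperature | measured by = fluorescein emission 520 nm, excitation 485 nm | read-out basis = % inhibition versus plate control and blank means | benchmarks = plate controls and plate blanks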
KLK5 inh = kallikrein 5 (human) inhibition | recombinant hK5, fluorogenic AMC substrate cleavage | Q9Y337 | AID 873 | inhibition, % at 5 µM | hit rate 0.59% among 210,000;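 active = inhibition of 40% or more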;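 also: 0% = enzyme controls without compound and 100% = no-enzyme blanks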
Thrombin inh = blocks human thrombin protease activity | AID 1046 | hit rate 0.26% among 220,000 | inhibition, % at 5 µM | P00734 | alpha-thrombin, Boc-VPR-AMC fluorogenic substrate cleavage;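 active = inhibition at or above 40%; inactive = inhibition below 40%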;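 also: 0% = enzyme with no compound and 100% = wells without enzyme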
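Material: Human alpha-thrombin protein | Buffer or medium: pH 7.5 Tris-saline with Tween 20 | Reagent: Boc-VPR-AMC substrate, 15 µM final | Schedule: Reaction at ambient temperature | Detection: AMC fluorescence at 355 nm excitation and 460 nm emission | Evaluation: Percent inhibition scaled between no-compound controls and no-enzyme blanks | Controls: no-compound enzyme wells and no-enzyme blanks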
m-calpain inh = calpain II (pig) inhibition; purified calpain II, fluorogenic peptide substrate, 30 min; inhibition, % at 16 µM; hit rate 0.37% among 220,000; AID 1236;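 active = inhibition above about 50%, limit read from the data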
Active calls of the source: *; i = inactive; nt = not tested or not shown; [ ] = another dose, or the depositor's remark. This is a subset; rates above refer to the full screens.

structure,Thrombin inh,m-calpain inh,FXIIa inh 1536,Furin inh,KLK5 inh,Rad51 HR inh,PERK inhibitor,FXIa inh,KCC2 mod
CC1CN(C(=O)CN2C(=O)c3ccccc3S2(=O)=O)CC(C)O1 (centres undefined),-1,-13,19,-15,6,1,0.2,7,nt
OCCN1CCN(c2nc3ccccc3nc2-c2ccccc2)CC1,3,-62,19,-19,-5,-17,0.8,-3,0.73
Cc1cc(N2CCCC2=O)c(N)cc1N,-10,-3,15,-21[20 µM],-11,8,1.0,19,0.09
OCC1CCCC(n2cnc3c(=S)nc[nH]c32)O1 (centres undefined),3,10,11,-22,3,18,1.1,5,0.36
COc1cccc(C(c2c(NC(=O)c3ccccc3)sc(C)c2C)N2CCN(C)CC2)c1 (centres undefined),-4,-127,3,-12,-1,1,-0.4,-1,0.85
c1coc(-c2nnc(SCc3nc4ccccc4[nH]3)o2)c1,-1,9,-1,-27,-12,1,0.3,-8,0.95
COc1cc(CNc2ncnc3c2[nH]c2ccc(C)cc23)cc(OC)c1,0,-47,6,-15,-2,4,-2.4,0,0.45
N#CC1=C(N)NC(SCC(=O)c2ccccc2)=C(C#N)C12CCCC2,3,-3,10,-16,-7,nt,-0.1,10,-1.6
C=CCn1c(=NC(=O)C2COc3ccccc3O2)sc2cccc(OC)c21 (centres undefined),3,7,16,-19,3,15,1.0,0,-2.9
CCOc1ccc2oc(C(=O)NC(C)(C)CC)c(C)c2c1,-20,-50,10,-30,-1,-5,0.0,-8,0.57
O=C(N/N=C/c1ccc(OC(F)F)cc1OC(F)F)c1cccc(S(=O)(=O)N2CCOCC2)c1,-3,5,nt,-8,1,11,-0.1,-1,-1.2
CCOc1ccc(NC(=O)NCCCn2c(C)nc3cc(C)c(C)cc32)cc1,4,-11,15,-17[20 µM],-3,1,-0.2,2,-0.92
O=C(CSc1ncn(-c2ccccc2)n1)NCc1ccccc1,4,-21,17,0[20 µM],-19,-6,-0.1,4,-0.18
CC(CC(=O)Nc1ccccc1C(F)(F)F)c1ccccc1 (centres undefined),-10,22,10,-11,-13,1,1.0,9,-0.0086
CC(=O)Nc1ccc(S(=O)(=O)N(C)CC(=O)OCC(=O)Nc2cccnc2Cl)cc1,-5,5,9,-16,-14,8,1.1,5,0.93
COc1ccc(Cl)cc1C(=O)NNC(=S)NC1CCCC1,-7,-20,-6,-16,-30,-3,1.2,-7,0.52
CC(C)NC(=O)c1nn2c(C(F)(F)F)cc(-c3ccco3)nc2c1Cl,3,-112,12,-32,2,-6,1.2,0,-0.27
CCOC(=O)c1sc(NC(=O)C(C)C)c(C#N)c1C,11,-33,8,-34,-4,27,1.5,-1,0.088
CCOCC(=O)Nc1ccccc1C(=O)N1CCOCC1,1,5,3,-17,-14,0,1.1,-2,0.21
COc1cccc(NC(=O)COC(=O)c2ccc(S(=O)(=O)NCc3ccco3)cc2)c1,3,-79,10,-12[20 µM],-4,-6,0.4,-1,0.76
Cc1cc(C(F)F)n2ncc(C(=O)N3CCC(C(N)=O)CC3)c2n1,1,-6,13,-14[20 µM],12,0,-0.7,3,nt
Cn1c(SCc2nc3ccccc3n2CCO)nc2ccccc21,-7,-19,4,-5,2,-2,-0.6,1,nt
C[n+]1cn(/N=C/c2ccccc2)c2ccccc21,-7,-2,10,-23,-13,nt,0.4,3,-1.1
CCCN(CCC)C(=O)Cn1c(=O)n(CCC(=O)NCCc2ccccc2)c(=O)c2ccccc21,-2,-14,0,-13[20 µM],-1,1,-0.5,-9,-0.46
COc1cc(/C=N/Nc2ccc(C(=O)O)cc2)cc(OC)c1OC,1,-9,13,-11,4,8,2.8,2,1
Cc1cccc2cc(CN(CC3CCCO3)C(=O)c3ccco3)c(=O)[nH]c12 (centres undefined),7,-39,14,-10,-2,-10,-1.2,0,0.0073
CC1=C(C)/C(=N\OS(=O)(=O)c2ccccc2)C=CC1=O,2,-115,13,-19[20 µM],0,2,-3.0,1,nt
Cc1ccc(CN2C(=O)CCC2C(=O)N2CCN(c3ccccc3)CC2)cc1 (centres undefined),6,13,7,-19,0,-11,-0.6,-5,-0.11
CC(C)NC(=S)N(CCc1ccncc1)C(C)C,2,-18,10,-28,nt,nt,0.1,2,0.11
COc1ccc(/C=C/C(=O)O)cc1S(=O)(=O)NCC1CCCO1 (centres undefined),-12,0,3,-10,0,nt,0.1,-1,0.74
COc1ccc(CN(C(=O)c2oc3ccccc3c2C)C2CCS(=O)(=O)C2)cc1OC (centres undefined),-1,16,3,-27[20 µM],3,-5,-0.7,-3,nt
CC(C)(C)OC(=O)Nc1ncnc2c1ncn2C1OC(CO)C2OC(C)(C)OC21 (centres undefined),1,-19,11,-25,6,2,0.1,4,0.47
COCCN1C(=O)N[C@@H](c2ccccc2)C(C(=O)OC)=C1C,-1,-10,14,-18,-5,1,0.4,6,-0.0031
CCn1c(O)c(C=NCCN2CCOCC2)sc1=S,7,10,15,-9,2,-3,0.9,-16,-0.52
CSCCC1C(C#N)=C(N)Oc2n[nH]c(-c3cccs3)c21 (centres undefined),3,-18,12,-6,8,4,3.1*,2,nt
Cc1cc(C(=O)OCC(=O)NCCC(C)C)c2ccccc2n1,2,-18,6,-15[20 µM],-10,7,1.1,1,-1.4
CSCCC1NC2(C(=O)Nc3c(C)cc(Cl)cc32)[C@@H]2C(=O)N(C3CCCC3)C(=O)[C@H]12 (some centres undefined),-7,-17,5,-9,-4,1,-1.1,-3,nt
O[C@@H]1COC(Nc2ccc(N=Nc3ccccc3)cc2)C[C@@H]1O (some centres undefined),-6,-14,10,-8,4,nt,2.2,0,0.08
Cc1cc(C)nc(N(C#N)Cc2ccc(Cl)cc2)n1,-4,-8,7,-29,0,8,1.9,-2,nt
O=C(CSCc1cnn(-c2ccccc2)c1-n1cccc1)NCC1CCCO1 (centres undefined),2,-23,8,-15[20 µM],3,5,-1.4,1,-0.095
Cc1ccc(S(=O)(=O)N(C)c2ccc3ccccc3c2)cc1,-2,19,8,-14,3,2,0.1,4,-1.4
O=C(NCCCn1ccnc1)c1ccc(N2CCCCC2)c([N+](=O)[O-])c1,1,-19,10,-21,0,3,-0.3,0,-0.21
O=[N+]([O-])/C=C/c1c(OCc2ccccc2)ccc2ccccc12,-1,-23,15,-25[20 µM],-8,5,-0.2,3,nt
O=C(O)C(C(=O)O)=C1C2CC3CC(C2)CC1C3,3,-16,12,-31,4,-1,0.6,4,0.38
CCC1=Nc2cc(C(=O)NCC3CCCO3)ccc2Sc2ccc(Br)cc21 (centres undefined),3,-41,4,-17,-9,8,0.5,-4,0.47
CCOc1ccc2[nH]c(=O)c(CN(CCO)Cc3nnnn3CCc3ccccc3)cc2c1,3,-163,10,-19[20 µM],-22,-5,1.4,-6,0.19
CC(C)Oc1ccc(/C=C/C(=O)NCC2COc3ccccc3O2)cc1 (centres undefined),-3,20,3,4,-3,7,-0.1,-1,-1.9
CCCC(=O)n1nc(-c2ccc(Cl)cc2)nc1SC,52*,-53,14,-15[20 µM],-4,nt,0.6,0,0.8
COc1ccccc1NC(=O)CSc1nnc(C)n1CCc1ccccc1,1,10,12,-16,2,-6,-0.1,6,-0.66
O=C(N/N=C/c1cccnc1)c1ccco1,-4,-14,7,-22,-1,nt,0.3,1,-1.3
O=C(NC1CCCCCC1)C1CCN(S(=O)(=O)c2cccc3cccnc23)CC1,-5,0,10,-16,-3,-2,0.9,2,0.92
CCOC(=O)C1CCN(C(=O)CN(C)S(=O)(=O)c2cc(C)ccc2OC)CC1,1,19,-1,-21[20 µM],-19,5,-0.9,0,1.4
CC1=C(C(=O)NCc2ccc(Cl)cc2)C2(CCC(C)CC2)OC1=O (centres undefined),0,-5,10,-26,-1,5,-0.6,-4,-1
Cc1ccccc1C(=O)Nc1nnc(SC(C)C)s1,3,14,1,-21,-12,0,2.2,-5,0.036
COCCN1C(=O)/C(=C/c2ccc(N3CCCC3)cc2)SC1=S,-1,-13,2,4,-7,i,0.7,-4,-0.96
Cc1ccc(NC(=S)Nc2ccc3[nH]c(=O)[nH]c3c2)cc1,1,0,11,-17,2,13,0.3,3,0.55
CCNC(=O)CN1c2cccc3cccc(c23)S1(=O)=O,0,-482,9,-16[20 µM],-6,1,-0.2,2,nt
Nc1cc(Cl)ccc1Oc1ccc(Cl)cc1,0,2,17,-7[20 µM],4,-6,0.3,-10,0.029
COc1cccc(OC)c1C(=O)Nc1cccc(-c2nc3ccccc3[nH]2)c1,1,-15,5,-32,5,-15,0.5,-2,0
Cc1cccc(NC(=S)N(c2ccccc2)C(C)C)c1C,-8,-13,12,-8,-8,6,0.7,6,0.16

Three entries out of the list above, ordered by the number in KCC2 mod, falling:
structure,Thrombin inh,m-calpain inh,FXIIa inh 1536,Furin inh,KLK5 inh,Rad51 HR inh,PERK inhibitor,FXIa inh,KCC2 mod
Cc1ccccc1C(=O)Nc1nnc(SC(C)C)s1,3,14,1,-21,-12,0,2.2,-5,0.036
COc1ccccc1NC(=O)CSc1nnc(C)n1CCc1ccccc1,1,10,12,-16,2,-6,-0.1,6,-0.66
O=C(N/N=C/c1cccnc1)c1ccco1,-4,-14,7,-22,-1,nt,0.3,1,-1.3

(list continues)
structure,Thrombin inh,m-calpain inh,FXIIa inh 1536,Furin inh,KLK5 inh,Rad51 HR inh,PERK inhibitor,FXIa inh,KCC2 mod
Cc1ccc(Nc2nc(Oc3ccc(OCc4ccccc4)nn3)nc(N3CCOCC3)n2)cc1,-2,-12,8,24[20 µM],2,9,-0.6,-1,nt
CC(=O)c1cc2c(cc1NC(=O)C1CC=CCC1C(=O)O)OCO2 (centres undefined),-6,-27,-1,-10[20 µM],11,-4,0.1,1,-0.44
C=CCN1C(=O)CN=C1Nc1cc(C)ccc1C,-1,-41,6,-13,-24,-3,1.3,-4,-0.056
C=CCNC(=O)COC(=O)c1ccc(Cl)c(S(=O)(=O)N(Cc2ccccc2)c2ccccc2)c1,-7,19,8,-11,-6,-1,0.7,0,-3.1
CCOc1cccc(C(=O)N(Cc2ccco2)C2CCS(=O)(=O)C2)c1 (centres undefined),1,1,13,-33[20 µM],15,0,-0.1,5,0.091
O=C(Oc1ccc(NC(=O)c2cc3c(cc2Br)OCO3)cc1)c1ccccc1,-7,9,0,-12,-5,16,-0.2,-4,-0.94
O=C(NCCc1ccccc1)c1ccc(-c2ccccc2C(F)(F)F)o1,0,13,14,-5,-6,-5,0.3,-1,-0.61
COc1ccc(F)cc1S(=O)(=O)N1CCC(C(N)=O)CC1,-5,-39,10,-26[20 µM],-7,2,0.6,-6,nt
O=c1oc2ccccc2n1CCn1c2ccccc2c2nc3ccccc3nc21,-4,-332,1,-11[20 µM],-20,5,-0.7,-15,0.27
CCC(Cc1ccccc1)NC(=O)CN1C(=O)CSc2ncccc21 (centres undefined),-3,-13,10,-17,-4,4,-0.2,-1,0.11
O=C(NCc1cccnc1)C1CCCCN1S(=O)(=O)c1ccc(F)cc1 (centres undefined),1,-30,9,-25,-11,-24,1.1,0,-0.28
